Screening results deposited in PubChem BioAssay by The Scripps Research Institute Molecular Screening Center.
TEAD-YAP block: TEAD-YAP interaction inhibition; HEK-TIYL cells, TEAD-Gal4/YAP UAS-luciferase luminescence; inhibition, % at 9.12 µM; 1.4% of 640,000 active; AID 1259422; in the data active means inhibition above about 32%;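 further: 0% = median of test compound wells and 100% = reference inhibitor wells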
GPR151 ag: activators of human GPR151 | Q8TDV0 | PathHunter beta-arrestin GPR151 cells, luminescence | activation, % at 11.2 µM | 1% of 650,000 active; in the data active means activation above about 4.9%;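 further: 0% = median of compound wells and 100% = cells with positive control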
MITF primary: inhibitors of human MITF; AlphaScreen MITF homodimerization, bead proximity signal; inhibition, % at 2.6 µM; 0.91% of 650,000 active; in the data active means inhibition above about 50%;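 further: 0% = vehicle wells with protein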
FBW7 act: human FBW7 E3 ligase activation, primary screen | Q969H0 | AlphaScreen FBW7–phospho-cyclin E peptide binding, activator screen | normalized activity (activation), % at 26.1 µM | 0.13% of 650,000 active; in the data active means normalized activity above about 1.9%;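 further: purified mutant Fbw7 with reduced substrate affinity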
Target sequence (Q969H0 whole entry, looked up): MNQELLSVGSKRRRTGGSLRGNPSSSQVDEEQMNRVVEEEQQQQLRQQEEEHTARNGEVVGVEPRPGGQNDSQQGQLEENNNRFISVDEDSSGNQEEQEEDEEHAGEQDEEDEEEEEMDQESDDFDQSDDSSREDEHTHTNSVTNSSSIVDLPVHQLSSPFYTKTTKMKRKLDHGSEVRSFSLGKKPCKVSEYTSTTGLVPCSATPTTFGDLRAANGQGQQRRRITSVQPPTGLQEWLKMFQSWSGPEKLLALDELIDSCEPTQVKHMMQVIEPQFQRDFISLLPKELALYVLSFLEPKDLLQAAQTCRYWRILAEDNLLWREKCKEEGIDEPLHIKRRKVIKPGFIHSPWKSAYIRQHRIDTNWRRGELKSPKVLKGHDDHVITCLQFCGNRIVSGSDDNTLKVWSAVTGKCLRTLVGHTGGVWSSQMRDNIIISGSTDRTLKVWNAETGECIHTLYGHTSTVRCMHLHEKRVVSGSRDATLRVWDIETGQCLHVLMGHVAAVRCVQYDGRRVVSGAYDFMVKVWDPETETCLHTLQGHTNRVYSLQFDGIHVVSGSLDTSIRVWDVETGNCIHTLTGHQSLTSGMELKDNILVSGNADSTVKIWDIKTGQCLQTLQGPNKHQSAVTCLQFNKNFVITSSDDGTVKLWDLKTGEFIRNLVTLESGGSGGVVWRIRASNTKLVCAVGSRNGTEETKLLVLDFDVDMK
* = called active by the depositor.

SMILES	TEAD-YAP block	GPR151 ag	MITF primary	FBW7 act
COc1cccc(/C=C2/N=C(c3cccc([N+](=O)[O-])c3)OC2=O)c1	-1	-0.2	5	-0.1
COc1ccc(-c2cc(-c3ccccc3)[nH]c(=S)c2C#N)cc1	-15	-1.0	5	-0.1
C/C(=N\NC(=O)C1CC1)c1ccc(Cl)c(Cl)c1Cl	7	0.2	9	0.1
O=C(NCCNc1ccc(Nc2ccncc2)nn1)C1CCCC1	-8	2.9	-4	-0.2
COc1ccccc1N(CC(=O)Nc1ccc(CC#N)cc1)S(C)(=O)=O	-9	0.9	10	0.3
CCc1cccc(C)c1NC(=O)CSc1nc2c(-c3ccccc3)csc2c(=O)n1CC	-1	-1.2	19	0.4
CC(=O)c1cccc(Nc2nc(C)c([N+](=O)[O-])c(N(C)c3ccccc3)n2)c1	-4	-0.6	-4	0.3
CC(=O)OCCCNC(=O)/C(=C\c1ccc(Br)cc1)NC(=O)c1ccccc1	11	1.3	-2	0.1
CC1=C(C(=O)Nc2ccccc2)C(c2ccc(C(C)C)cc2)n2nnnc2N1 (stereo unspecified)	10	-0.4	10	0.0
Cc1ccc2nc(/C(C#N)=C\c3ccc(N4CCOCC4)o3)[nH]c2c1	-5	1.1	8	-0.4
COc1ccc(C(c2c(NC(=O)c3ccco3)sc(C)c2C)N2CCOCC2)cc1 (stereo unspecified)	7	0.7	4	-0.1
Cc1ccc(C)c(NC(NC(=O)c2cccs2)C(=O)c2ccccc2)c1 (stereo unspecified)	9	-1.5	6	0.8
CC1CCN(C(=O)CSc2nc3c(c(=O)n2C)SC(C)C3)CC1 (stereo unspecified)	0	-0.5	16	0.2
COc1ccccc1NC(=S)Nc1ccc2[nH]c(=O)[nH]c2c1	-5	2.2	3	-0.1
Cc1nnc(CNC(=O)c2cc(-c3ccc(F)cc3)c[nH]2)o1	-7	-1.7	4	-0.2
COCCNc1nc2nonc2nc1N(C)CCCN1CCCCC1	-4	-0.3	-9	-0.1
O=S(=O)(NCC1COC2(CCCCC2)O1)c1ccc(Cl)s1 (stereo unspecified)	3	-0.6	24	-0.1
N#CCCN(CCC#N)C(=O)C(Sc1ccccc1)c1ccccc1 (stereo unspecified)	-3	-0.3	5	1.0
C=CCSc1nnc2nc(C)cc(C)n12	2	0.5	5	0.1
COc1ccc(Cn2nc(-c3ccccc3)cc2-c2ccccc2O)cc1	-8	0.3	-16	0.0
O=C(CN(c1cc(C(F)(F)F)ccc1Cl)S(=O)(=O)c1ccccc1)NC1CCCCC1	4	-0.2	11	0.0
CN(C)S(=O)(=O)c1ccc(C(=O)Nc2sc3c(c2C#N)CC(C)(C)NC3(C)C)cc1	7	1.6	-5	0.1
Cc1ccc(N=Cc2nc(-c3ccc(Br)cc3)oc2O)c(C)c1	6	-1.2	-4	-0.1
COc1ccc(-c2cc(C(F)(F)F)n3nc(C(=O)Nc4cccc(C(F)(F)F)c4)c(Cl)c3n2)cc1	-6	0.5	10	0.1
CCOc1ccc(NC(=O)C(=O)NCc2ccccn2)cc1	-2	-0.9	10	0.0
CC1CCN(C(=O)c2cc(-c3ccccc3O)on2)CC1	-57	-1.1	5	0.1
COc1cccc(C(=O)Nc2ccc(Cl)cn2)c1	-5	-6.3	-3	0.0
O=C(NCCc1ccc(Cl)cc1)c1cc2ccccn2n1	-1	0.0	19	0.0
COC(=O)C1=CN(Cc2ccc(OC)cc2)C=C(C(=O)OC)C1c1ccc(OC)cc1OC	3	0.0	-14	0.4
CSc1ccccc1NC(=O)CSc1nc2ccc(C)cc2[nH]1	-5	-1.4	16	0.2
CCC(Sc1nc2ccsc2c(=O)n1Cc1ccc2c(c1)OCO2)C(=O)NCc1ccco1 (stereo unspecified)	0	0.0	-5	-0.2
O=C(NCCCN1CCCC1=O)c1cc(NC2CCN(Cc3ccccc3)CC2)nc2ccccc12	8	0.0	0	0.1
Cc1cc(=O)n2c3ccccc3n(CC(O)CN3CCCCC3)c2c1C#N (stereo unspecified)	0	-0.7	16	0.0
COC(=O)C1=C(C)N(c2ccc(F)cc2)/C(=C/c2ccco2)C1=O	4	2.6	0	0.0
CC1(C)CC(=O)N(c2nc3ccccc3s2)C(=O)C1	7	-1.3	0	-0.1
CC(C)(C)CC(C)(C)NC(=O)Nc1ccc(F)cc1	11	0.3	-8	0.0
CCN(CC)c1ccc(/C=C2\C(=O)NC(=O)N(Cc3ccccc3)C2=O)c(OC)c1	1	2.3	22	-1.1
COc1ccccc1/C=C/C1=NC(=C\c2cc(OC)c(OC)c(OC)c2)/C(=O)O1	-5	-1.1	8	0.0
Cc1cc(-c2cn3c4c(nnc3n2)CCCC4)ccc1NC(=O)C(C)N1CCCC1=O (stereo unspecified)	-20	-0.8	8	-0.5
COc1cc(/C=N\NC(=O)C2C3CCCCC32C)ccc1O (stereo unspecified)	-15	-0.1	-31	0.1
C=CCOC(=O)C1=C(C)Nc2nnnn2C1c1ccc(Br)cc1 (stereo unspecified)	0	2.3	-6	-0.1
Cc1cccc(-c2noc(CNC(=O)COc3ccc(Cl)c(C)c3)n2)c1	-1	1.0	7	-0.1
O=C(c1cnn(C(=S)NCCN2CCOCC2)c1)c1ccccc1O	6	1.3	4	-0.2
O=c1/c(=C/C=C/c2ccccc2)sc2nc(-c3cccnc3)nn12	4	1.6	13	-0.1
CN(C)c1ccc(/C=C2\SC(=NCC3CCCO3)NC2=O)cc1 (stereo unspecified)	-62	-0.7	2	-0.1
COC(=O)C1=CN(Cc2ccc(OC)cc2)C=C(C(=O)OC)C1c1ccc(OC)c(OC)c1OC	4	-1.2	-4	0.7
CCCN1CCN(CCCn2c(=S)[nH]c3ncccc3c2=O)CC1	10	-0.7	5	-0.1
N#Cc1ccccc1OCC(=O)N1CCOCC1	5	5.5*	9	0.0
CCC1(C2CCN(CCCSC)CC2)NC(=O)N(CC2COc3ccccc3O2)C1=O (stereo unspecified)	5	-0.8	9	-0.1
Cc1ccc(NC(=O)CSC(N)=O)c(C)c1	11	0.7	-3	0.0
CCC[C@@H]1NC(=O)[C@@H]2C[C@H](NCc3cc4ccccc4s3)CN2C1=O	1	5.6*	10	0.0
O=C(O)CCNS(=O)(=O)c1ccc(Cl)cc1	-8	0.1	4	0.0
O=C(Cn1ncc2ccc(Cl)cc21)NCc1cccs1	-18	-2.0	8	0.2
CC(=O)Oc1ccc(C2OC(=O)c3ccccc3N2C(C)=O)cc1 (stereo unspecified)	3	-0.6	5	-0.1
O=C(Nc1c2c(nn1-c1ccccc1)CS(=O)(=O)C2)c1ccc(Cl)cc1Cl	-3	-0.8	-9	0.0
NS(=O)(=O)c1ccc(CCNC(=O)CSc2nc3ccccc3c(=O)n2CCC(=O)NC2CCCCC2)cc1	21	-0.7	11	0.4
COc1cccc(C2C(N3C(=O)c4ccccc4C3=O)C(=O)N2c2cccc(C)c2)c1 (stereo unspecified)	0	-1.1	16	0.1
COc1ccc(C2C=C(c3ccccc3)Nc3nnnn32)c(OC)c1 (stereo unspecified)	-61	0.7	12	-0.1
COc1ccc(S(=O)(=O)N2CCN(c3ccccc3)CC2)c2ccccc12	-5	-0.3	0	0.1
CCOC(=O)COC(=O)c1nsc(Cl)c1Cl	17	-1.0	-5	0.2

Later entries.
SMILES	TEAD-YAP block	GPR151 ag	MITF primary	FBW7 act
N#Cc1c2c(n[nH]c1=O)C(=O)c1ccccc1-2	0	-3.7	13	0.5
CCCN1CCCc2cc(CN3CCC4(CC3)CC4C(=O)NCc3cccnc3)ccc21 (stereo unspecified)	-13	0.3	11	0.1
COc1ccc(Nc2oc(-c3ccccc3F)nc2C#N)cc1	-45	1.6	12	0.0
Cc1cc2nnc(SCC#N)n2c2ccccc12	-2	-0.4	-8	0.1
CCC(=O)N(CCN(Cc1ccccc1)C(=O)CC)Cc1ccccc1	-13	-0.4	1	0.0
CCCNC(=O)c1cnc(N2CCc3ccccc3C2)s1	-38	-0.4	-1	0.0
CC(Oc1ccccc1)C(=O)N/N=C\c1ccc2c(c1)OCO2 (stereo unspecified)	6	3.1	-7	0.1
CCCCOc1ccc(C(=O)N/C(=C\c2ccc(Br)cc2)C(=O)Nc2cc([N+](=O)[O-])ccc2C)cc1	2	0.2	-10	0.0
Cc1ccc(C(C(=O)NC2CCCC2)N(C(=O)CNC(=O)c2ccco2)c2ccccc2)o1 (stereo unspecified)	-11	-0.5	3	-0.1
CN1CCN(C(=O)c2ccccc2NC(=O)COc2ccccc2)CC1	2	-1.4	5	0.5
Cc1ccc(/C(O)=C2/C(=O)C(=O)N(CCO)C2c2ccc([N+](=O)[O-])cc2)cc1 (stereo unspecified)	-4	0.0	-7	0.9
CCCCNC(=O)c1ccc2c(=O)n(Cc3ccco3)c(=S)[nH]c2c1	4	-0.5	12	-0.2
COc1ccc(SCC(=O)N2CCN(c3nc4c(F)cc(F)cc4s3)CC2)cc1	-4	2.8	24	0.7
CC(=O)Nc1ccc(S(=O)(=O)Nc2noc3ccccc23)cc1	-3	-0.5	12	0.2
COc1ccc(-c2nnc(C3CCN(S(=O)(=O)c4ccc(OC)cc4)CC3)o2)cc1	-2	-1.1	-13	-0.2
CCC(c1nnnn1CCOC)N(CCCO)Cc1cc2cc(C)cc(C)c2[nH]c1=O (stereo unspecified)	5	0.1	-8	-0.1
O=C(CCCN1C(=O)c2ccccc2C1=O)Nc1nnc(SCc2ccccc2)s1	5	-1.6	-6	-0.3
CSc1ccccc1NC(=O)c1ccccc1N(C)S(C)(=O)=O	1	2.7	18	0.3
Cc1ccc(OCC(=O)N2CC3(C)CC2CC(C)(C)C3)cc1 (stereo unspecified)	-3	-1.0	-10	-0.1
C=CCSc1nc(-c2ccc(OC)cc2)cc(-c2ccccc2)c1C#N	-6	0.7	-14	-0.1
Cn1c(SCC(=O)N2CCc3ccccc32)nc2cccnc21	-23	0.4	5	-0.3
O=C(Cn1cnc2c(nnn2-c2ccc(F)cc2)c1=O)N1CCCCC1	12	0.0	9	0.7
CCC(=O)c1ccc(OCC(O)CN2CCN(Cc3ccc4c(c3)OCO4)CC2)cc1 (stereo unspecified)	15	-0.6	9	-0.1
CCN(CC)CCNC(=O)c1sc2ncnc(N3CCCCC3C)c2c1C (stereo unspecified)	-4	1.5	0	-0.1
O=C(NC(=S)Nc1ccccc1[N+](=O)[O-])c1ccccc1F	-50	0.3	1	0.1
Cc1ccc(C(=O)C2CCN(CC(=O)Nc3ccccc3C)CC2)cc1	7	0.1	13	0.0
N#Cc1ccc(-c2ccc(OCC(=O)NCC(=O)Nc3ccc(F)c(F)c3F)cc2)cc1	11	0.8	1	0.0
CCN1C(=O)CC(c2ccco2)Sc2ccccc21 (stereo unspecified)	-1	-1.8	17	0.1
COC(=O)c1cnc(Nc2ccc(C(C)C)cc2)c2ccccc12	-9	0.3	-2	1.3
Cc1nc(SCC(=O)O)c(C#N)c(C)c1CC(=O)c1ccccc1	5	2.2	10	0.5
COc1ccc(OCCSc2nc3ccccc3o2)cc1	5	-1.3	16	0.2
CCOC(=O)c1sc2nc(SCC(=O)NCCc3ccccc3)n(Cc3ccccc3)c(=O)c2c1C	5	-0.7	14	0.2
CCOc1ccc(C(C)NC(=O)c2ccc(OC)cc2)cc1 (stereo unspecified)	5	6.2*	14	0.0
Cc1cc(C(=O)NCc2ccc(F)cc2)no1	1	-0.9	3	-0.1
COc1cc(CNn2c(C)nnc2SCc2ccc(F)cc2)ccc1OCC(N)=O	7	1.0	17	0.0
COc1cc(/C=C2/SC(N3CCN(c4ccccc4C)CC3)=NC2=O)ccc1O	-3	0.6	14	0.0
Oc1ccccc1-c1nc2c3ccccc3nc(=S)n2[nH]1	-46	1.8	0	0.2
Cn1c(SCC(=O)NCc2ccc3c(c2)OCO3)nnc1-c1ccccc1N	2	-1.1	-6	0.0
CC(=O)c1ccc(N2CCC(C)CC2)c(F)c1	-9	0.0	-5	-0.1
O=C(Oc1ccc(-c2noc(-c3ccc(OC(=O)c4ccncc4)cc3)n2)cc1)c1ccncc1	-4	-3.2	5	0.0

In the list so far, these have two or more sulfur atoms.
SMILES	TEAD-YAP block	GPR151 ag	MITF primary	FBW7 act
CCc1cccc(C)c1NC(=O)CSc1nc2c(-c3ccccc3)csc2c(=O)n1CC	-1	-1.2	19	0.4
CC1CCN(C(=O)CSc2nc3c(c(=O)n2C)SC(C)C3)CC1 (stereo unspecified)	0	-0.5	16	0.2
O=S(=O)(NCC1COC2(CCCCC2)O1)c1ccc(Cl)s1 (stereo unspecified)	3	-0.6	24	-0.1
CN(C)S(=O)(=O)c1ccc(C(=O)Nc2sc3c(c2C#N)CC(C)(C)NC3(C)C)cc1	7	1.6	-5	0.1
CSc1ccccc1NC(=O)CSc1nc2ccc(C)cc2[nH]1	-5	-1.4	16	0.2
CCC(Sc1nc2ccsc2c(=O)n1Cc1ccc2c(c1)OCO2)C(=O)NCc1ccco1 (stereo unspecified)	0	0.0	-5	-0.2
NS(=O)(=O)c1ccc(CCNC(=O)CSc2nc3ccccc3c(=O)n2CCC(=O)NC2CCCCC2)cc1	21	-0.7	11	0.4
COc1ccc(SCC(=O)N2CCN(c3nc4c(F)cc(F)cc4s3)CC2)cc1	-4	2.8	24	0.7
O=C(CCCN1C(=O)c2ccccc2C1=O)Nc1nnc(SCc2ccccc2)s1	5	-1.6	-6	-0.3
CSc1ccccc1NC(=O)c1ccccc1N(C)S(C)(=O)=O	1	2.7	18	0.3
CCOC(=O)c1sc2nc(SCC(=O)NCCc3ccccc3)n(Cc3ccccc3)c(=O)c2c1C	5	-0.7	14	0.2
